Screens from PubChem BioAssay.
Rad51 HR inh: human RAD51 strand exchange inhibitors, primary screen, biochemical, fluorescence. inhibition, % at 10 µM. DNA repair protein RAD51 homolog 1 (Homo sapiens), Q06609. hRad51 DNA strand exchange, fluorescence dequenching. hit rate 0.085% among 200,000;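 active means inhibition above 40% at the single screening dose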;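 further: 0% = DMSO control wells and 100% = blanks with heterologous ssDNA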
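Read-out basis: percent inhibition relative to plate controls and blanks / Assay system: human Rad51 nucleoprotein filaments preassembled on unlabelled ssDNA / Timing: filaments 15 min 37 °C, then compound 30 min / Control set: per-plate controls and blanks / Technique: fluorescence dequenching at 485/520 nm / Compound: 10 µM final, single point / Also added: Fluorescein- and BHQ1-tagged 47-mer duplex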
FXIa inh 1536: human FXIa protease inhibitors, primary screen, biochemical, 1536-well; Coagulation factor XI (Homo sapiens), P03951; purified FXIa, Boc-Glu-Ala-Arg-AMC fluorogenic substrate; inhibition, % at 5 µM; hit rate 0.14% among 220,000; AID 798, 2007;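 active means inhibition of at least 40%; inactive means inhibition below 40%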;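 further: fluorescence of freed AMC excited at 355 nm; 0% = enzyme without compound and 100% = no enzyme blank; many of its hits are not listed in these tables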
TNF death inh: inhibitors of TNF-alpha triggered necroptosis, primary screen, cell-based, Jurkat FADD-/-, single concentration. hit rate 0.068% among 220,000. activation (protection from cell death), % at 10 µM. Jurkat FADD-/- TNF necroptosis rescue, ATP luminescence, 24 h; 0 = TNF only, 100 = no-TNF cells;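 active means activation, meaning protection from cell death, of at least 50% relative to plate controls; inactive means activation below 50%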;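 further: necroptosis triggered by 40 ng/mL TNF-alpha added together with compound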
hK5 inh: human KLK5 protease inhibitors, primary screen, biochemical, 1536-well | Kallikrein-5 (Homo sapiens), Q9Y337 | recombinant hK5, fluorogenic AMC substrate cleavage | inhibition, % at 5 µM | hit rate 0.59% among 210,000 | AID 873, 2007;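 active means inhibition of 40% or more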;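 further: 0% = enzyme controls without compound and 100% = no-enzyme blanks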
Target sequence (Q9Y337 67-293 limits assumed): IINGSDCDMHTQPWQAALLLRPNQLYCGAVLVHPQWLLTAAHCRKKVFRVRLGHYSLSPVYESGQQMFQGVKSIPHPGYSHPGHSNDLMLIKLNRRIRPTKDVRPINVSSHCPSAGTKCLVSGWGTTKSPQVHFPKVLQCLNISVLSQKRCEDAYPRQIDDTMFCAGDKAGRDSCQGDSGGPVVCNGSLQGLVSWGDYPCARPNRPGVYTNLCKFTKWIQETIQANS
Hck Nef HTS: inhibitors of Nef-activated human Hck kinase, primary screen, biochemical, Z-Lyte FRET, 384-well, Hck-YEEI; inhibition, % at 20 µM; Tyrosine-protein kinase HCK (Homo sapiens), P08631; Recombinant Hck-YEEI plus Nef, Z-Lyte FRET kinase assay; hit rate 0.68% among 220,000;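 active means Hck-Nef kinase inhibition above about 50%, limit read from the data; inactive means inhibition below that limit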;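 further: 0% = DMSO with Hck plus Nef and 100% = Hck alone without Nef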
thrombin 1536: human alpha-thrombin inhibitors, primary screen, counter-screen for coagulation protease inhibitor project, biochemical, 1536-well, fluorogenic AMC substrate; Prothrombin (Homo sapiens), P00734; Boc-VPR-AMC fluorogenic substrate cleavage; inhibition, % at 5 µM; hit rate 0.26% among 220,000; AID 1046, 2008;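 active means inhibition at or above 40%; inactive means inhibition below 40%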;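 further: 0% = enzyme with no compound and 100% = wells without enzyme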
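Material: human alpha-thrombin enzyme / Medium: pH 7.5 Tris (50 mM) with NaCl 150 mM, Tween 20 0.05% / Compound: single-point dosing at 5 µM, 0.2% DMSO / Incubation: enzyme reaction carried out at room temperature / Detection: AMC fluorescence, 355/460 nm / Read-out basis: percent inhibition scaled between no-compound controls and no-enzyme blanks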
L929 necroptosis: inhibitors of zVAD-triggered necroptosis, primary screen, L929 cells; hit rate 0.38% among 220,000; L929 zVAD necroptosis rescue, ATP luminescence, 24 h; with zVAD 60 µM; viability rescue, % at 10 µM;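 active means activation, scaled between plate controls, above about 75%, limit read from the data; inactive means activation under that limit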;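 further: 0% = zVAD with DMSO and 100% = DMSO alone without zVAD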
KCC2 mod: KCC2 cotransporter modulators, thallium flux, primary screen, cell-based, HEK293 KCC2, FluoZin-2 fluorescence, MLSMR | B-score of Tl+ flux slope (higher = more flux/activation; lower = inhibition) at 10 µM | hit rate 2.2% among 190,000 | KCC2 cells, thallium flux FluoZin-2 fluorescence | Solute carrier family 12 member 5 (Homo sapiens), Q9H2X9;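 active means thallium flux slope and its plate-corrected score both differing from the plate sample mean at a set confidence after two filtering rounds, in either direction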;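 further: slope of fluorescence scaled to starting intensity during 10 to 20 s after thallium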
FXIIa inh 1536: human FXIIa protease inhibitors, primary screen, biochemical, 1536-well; Coagulation factor XII (Homo sapiens), P00748; purified FXIIa, Boc-QGR-AMC fluorogenic substrate, 2 h; inhibition, % at 5 µM; hit rate 0.3% among 220,000; in the data active means inhibition above about 40%;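 further: 0% = enzyme with no compound and 100% = blank without enzyme; many of its hits are not listed in these tables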
Target sequence (P00748 20-372 limits assumed): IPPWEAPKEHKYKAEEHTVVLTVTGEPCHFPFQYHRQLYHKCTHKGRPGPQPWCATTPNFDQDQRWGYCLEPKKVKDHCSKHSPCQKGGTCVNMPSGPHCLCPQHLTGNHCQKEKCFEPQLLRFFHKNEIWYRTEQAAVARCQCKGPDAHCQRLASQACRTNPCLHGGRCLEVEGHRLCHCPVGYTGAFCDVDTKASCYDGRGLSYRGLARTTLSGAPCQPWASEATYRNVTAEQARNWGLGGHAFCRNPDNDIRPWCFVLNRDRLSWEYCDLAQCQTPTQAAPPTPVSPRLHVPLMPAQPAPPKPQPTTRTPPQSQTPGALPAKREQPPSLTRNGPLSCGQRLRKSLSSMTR
Target sequence (P00748 373-615 limits assumed): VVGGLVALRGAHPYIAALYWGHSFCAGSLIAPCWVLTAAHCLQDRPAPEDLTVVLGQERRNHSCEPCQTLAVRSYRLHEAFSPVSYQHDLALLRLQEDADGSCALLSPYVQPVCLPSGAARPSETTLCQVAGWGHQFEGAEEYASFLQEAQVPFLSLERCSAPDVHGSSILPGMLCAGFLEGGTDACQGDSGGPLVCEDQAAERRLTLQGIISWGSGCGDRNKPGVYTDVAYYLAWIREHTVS
* hit, by the source's call; i = inactive; · = not tested or not shown. Only part of the results is shown. The share of hits here may be higher or lower than overall.

Molecule | Rad51 HR inh | FXIa inh 1536 | TNF death inh | hK5 inh | Hck Nef HTS | thrombin 1536 | L929 necroptosis | KCC2 mod | FXIIa inh 1536
COc1ccccc1-c1nn2c(C3COc4ccccc4O3)nnc2s1 (stereo not drawn) | -11 | 2 | -0.3 | -1 | 0 | -2 | -0.1 | -0.099 | 14
COc1ccc(-c2nnc(N(C)C(=O)C3CCCO3)s2)cc1 (stereo not drawn) | 4 | 10 | -2.6 | -4 | 6 | 5 | 0.2 | 1.4 | 16
COCCCNC(=S)N(Cc1cccnc1)Cc1ccc(OC)c(OC)c1 | 10 | 5 | 1.6 | -20 | 2 | -4 | 0.5 | -0.07 | 7
Cc1ccc(S(=O)(=O)N2CCN(CCO)CC2)cc1-c1nnc2c3ccccc3c(C)nn12 | -2 | · | -2.8 | · | 1 | · | 0.1 | -0.017 | ·
Fc1cccc(Cl)c1CNC(c1ccccc1)c1ccccc1 | -1 | -4 | -0.6 | -7 | 7 | -1 | -0.3 | 0.43 | 9
COc1ccccc1-n1cnnc1SCC(=O)Nc1cccc(S(=O)(=O)N2CCCCC2)c1 | · | -2 | 1.5 | -7 | 1 | -3 | · | -0.095 | 4
O=C(/C=C/c1ccccc1)Oc1cccc2cccnc12 | -10 | -5 | -22 | -7 | -1 | 1 | 1.5 | -2.1 | 0
O=[N+]([O-])c1cccc(-c2nc(NCc3ccccc3)c3ccccc3n2)c1 | · | 6 | 5.2 | 0 | 11 | -1 | · | 0.58 | 14
C=CCn1c(SCC(=O)CC(=O)OCC)nc2cc(C(=O)N3CCC(C(N)=O)CC3)ccc2c1=O | 7 | -2 | 0.6 | 1 | 20 | -8 | 10 | 0.11 | 6
O=C(CNC1CCN(Cc2ccccc2)CC1)Nc1ccc(S(=O)(=O)N2CCCCC2)cc1 | -2 | 1 | -0.3 | 1 | 14 | 0 | -0.2 | 0.78 | 10
CCOCCCNC(=S)Nc1ccc2nc3n(c(=O)c2c1)CCCCC3 | -3 | -5 | 0.6 | -3 | 20 | -6 | 1.4 | · | 2
COc1ccc(-c2nn(-c3ccccc3)cc2C(=O)N2c3ccc(C)cc3C3CN(C)CCC32)cc1 (stereo not drawn) | 1 | -4 | 3.3 | -3 | 21 | 14 | 0.5 | -0.16 | 3
Cc1cccc2cc3cccc(C)c3nc12 | -3 | -2 | 2.8 | 2 | 14 | -3 | 1.8 | 1.2 | 7
Cc1cccc2sc(NC(=O)CNS(=O)(=O)c3ccc(Br)s3)nc12 | -3 | -8 | 1.2 | -78 | 0 | -6 | 0.1 | -0.39 | 5
CCN(CC)c1ccc(/C=C/C(=O)c2ccc(Br)cc2)cc1 | i | -2 | 1.3 | -8 | -7 | -9 | 0.6 | i | 0
O=C(COC(=O)CCC(=O)c1cccs1)Nc1ccc(Cl)cn1 | · | 4 | 1.5 | -7 | 3 | 9 | 0.3 | -1.5 | 9
COc1ccc(C(=O)CN2CCN(S(=O)(=O)c3cccc([N+](=O)[O-])c3)CC2)cc1OC | 2 | -8 | -1.4 | 5 | 1 | -7 | 0.3 | 0.14 | 7
O=[N+]([O-])c1ccc(NCCCNS(=O)(=O)c2ccc(Cl)cc2)c(Cl)c1 | · | -2 | -2.5 | -22 | 0 | -6 | -0.1 | 0.51 | 3
CC(=O)NC(Cc1ccccc1C)C(=O)NC1CCN(c2nnnn2-c2ccccc2)CC1 (stereo not drawn) | -4 | 0 | 0.2 | 3 | 22 | 1 | 0.2 | -1.5 | 6
CN(c1ccccc1)S(=O)(=O)c1ccc(NC(=O)c2cccs2)cc1 | · | -1 | 4.1 | · | 11 | -3 | 3.9 | 0.14 | 11
O=c1ccc(/C=C/c2ccccc2)nn1Cc1ccc(F)cc1 | 2 | 2 | -0.5 | 9 | 17 | 0 | 1.6 | · | 15
CC1CN(c2ccc(NC(=S)NNCCC#N)cc2)CC(C)O1 (stereo not drawn) | -18 | 2 | 1.5 | 3 | 18 | 1 | -0.3 | -0.019 | 9
CCCN(CCO)Cc1ccc(Cl)c(Cl)c1 | 2 | -2 | 0.1 | -30 | -1 | -12 | 0.1 | 0.34 | 7
Cc1cccc(NC(=S)N(CCCN2CCOCC2)Cc2ccco2)c1 | -1 | -1 | 1.2 | -1 | 3 | -7 | 0.5 | -0.94 | 6
COC(=O)CN(n1cnnc1)S(=O)(=O)c1ccccc1Cl | 0 | 4 | -0.3 | -11 | -1 | 0 | -1.2 | · | 9
COc1ccc([N+](=O)[O-])c(OC)c1C(=O)NC(=O)Nc1nc(C)cc(C)n1 | 23 | 13 | -0.9 | 1 | 40 | 1 | -0.2 | -0.74 | 6
O=C(O)/C=C/c1cccc(NC(=O)c2ccc(Cl)cc2)c1 | -3 | 1 | 0.0 | 5 | 22 | -6 | 2.3 | -0.41 | 11
CCOc1cc(C(=S)N2CCCC2)ccc1OCC(=O)Nc1c(C)cc(C)cc1C | -2 | -4 | -0.5 | -4 | 1 | -3 | -0.1 | 0.29 | 1
CCOC(=O)c1ccc(NC(=O)CN2CCN(Cc3ccccc3)CC2)cc1 | -1 | -1 | 2.6 | 0 | 18 | -6 | 1.8 | -0.067 | 6
CCOC(=O)c1ccc(NC2=CC(=O)C(=O)c3ccccc32)cc1 | -2 | -1 | -4.4 | 20 | -1 | -3 | 6.0 | 0.47 | 10
CCN(CC)CCN(Cc1cc2ccc(C)cc2[nH]c1=O)C(=S)Nc1ccccc1C(=O)OC | 3 | -1 | 1.3 | 0 | 20 | 1 | -1.0 | 0.081 | 11
Cc1[nH]ccc(=O)c1OC1OC(CO)C(O)C(O)C1O (stereo not drawn) | -3 | 7 | 1.9 | -5 | -2 | 0 | 2.4 | 0.72 | 16
O=C(OCC(=O)c1ccc[nH]1)c1ccc(S(=O)(=O)N2CCCCC2)cc1 | -3 | 2 | -1.3 | -22 | 0 | -10 | -0.3 | -0.21 | 5
Cc1cc(C)n(CCN(C)c2nc3nonc3nc2NC2CC2)n1 | 2 | -1 | 0.4 | 2 | 12 | -13 | 0.7 | 1.1 | 4
CC1CCc2nc3ccc(S(=O)(=O)N4CCC(C(=O)NC5CCCC5)CC4)cc3c(C(=O)O)c2C1 (stereo not drawn) | -2 | 3 | 0.5 | -3 | 14 | -5 | 1.6 | -0.07 | 13
NC(=O)CSc1nc(-c2ccccc2)nc2c1CCCC2 | -2 | 0 | -0.2 | 3 | 31 | -6 | 2.3 | 0.26 | 10
CC(C)c1nc2ccccn2c1NC1CCCCC1 | 2 | 1 | 0.6 | -1 | 0 | 2 | 0.6 | 0.14 | 11
O=C(C1=C[C@@H](c2csc3ccccc23)C[C@@H](OCc2ccc(CO)cc2)O1)N1CCOCC1 | 5 | 0 | 4.0 | 2 | 4 | 0 | -0.6 | -0.96 | 9
COc1ccc(CCNC(=O)C2CC3Cn4c(nc5ccccc54)C3N2C)cc1 (stereo not drawn) | 9 | 2 | 0.5 | 2 | 25 | 0 | -0.5 | -0.0068 | 9
Cc1ccc(NC(=O)COC(=O)CCC(=O)c2cccs2)cc1 | · | 3 | 0.6 | -8 | -23 | 2 | -0.5 | -2.5 | 13
COC(=O)c1ccccc1N1CCS(=O)(=O)CC1 | 12 | -2 | -0.7 | -3 | -17 | 3 | 0.3 | 0.15 | 8
O=C(NCc1ccco1)/C(=C/c1cccc(C(F)(F)F)c1)c1nc2ccccc2[nH]1 | 4 | -2 | -13 | -17 | 2 | -1 | 5.6 | 0.58 | 9
COc1cc(S(=O)(=O)NCc2ccc3c(c2)OCO3)ccc1Cl | -6 | 1 | 1.4 | 0 | 36 | 2 | -0.8 | -1.5 | 8
FC(F)(F)c1cccc(NC(=S)NCc2ccccn2)c1 | · | 12 | -0.6 | -25 | 0 | -8 | -0.3 | 0.95 | 10
Cc1cccc(NC(=S)N/N=C/c2cccn2Cc2ccc(F)cc2)c1 | 1 | 2 | 2.3 | -5 | 2 | 1 | -0.4 | 6.3* | 3
Cc1ccccc1NS(=O)(=O)c1cc(C(=O)NCc2ccco2)ccc1C | 0 | -13 | -1.0 | -17 | 0 | 14 | 0.3 | · | -3
O=C(Nc1ccon1)C1CCN(S(=O)(=O)c2cccs2)CC1 | -5 | -4 | -0.1 | -28 | 0 | -5 | 0.0 | 0.77 | -9
CN(C)S(=O)(=O)c1cccc(NC(=S)Nc2cccc3cnccc23)c1 | -11 | 8 | -16 | -3 | -2 | 7 | 1.4 | 0.34 | 9
COc1ccc2c(c1OC)C(=O)OC2CC(=O)c1ccc2c(c1)OCO2 (stereo not drawn) | 7 | -9 | -0.7 | 1 | 5 | -6 | 0.2 | 0.2 | -4
CCCC(=O)Nc1ccc2c(c1)nc1n2CCSC1 | -4 | 11 | 1.4 | -10 | 1 | 6 | 2.1 | · | 24
Cc1c(/C=C2\SC(=Nc3cccc(C(=O)O)c3)NC2=O)c2ccccc2n1C | -363 | 2 | 0.3 | 3 | -10 | 0 | 0.0 | -1.9 | 2
CC(C)N1CCN(Cc2cnc(-c3ccccc3)s2)CC1CCO (stereo not drawn) | · | -1 | 2.3 | 0 | 2 | -6 | -0.7 | 1.3 | 6
Cc1csc(=N)n1-c1ccc(Cl)cc1 | 4 | -1 | 18 | -11 | 0 | -1 | 0.1 | -1.5 | 6
CC(=O)c1ccc(C(=O)N2CCCC(C(=O)c3cc(F)ccc3F)C2)s1 (stereo not drawn) | 4 | -6 | 1.1 | -2 | 17 | -7 | 13 | -0.27 | 6
CCOC(=O)c1sc(-c2ccc(OC)cc2)cc1N | -7 | 1 | -7.0 | -25 | 0 | -2 | -0.5 | · | 16
CCOC(=O)c1[nH]c2ccccc2c1NC(=O)c1ccco1 | -6 | 2 | 0.0 | -9 | 0 | -2 | -0.2 | 0.76 | 15
Cc1cc(C(=O)Cn2nnc3ccccc3c2=O)c(C)n1-c1c(C)n(C)n(-c2ccccc2)c1=O | -6 | -6 | -1.4 | 0 | 0 | -5 | 0.6 | -0.059 | 10
